C diff growth = C. difficile growth inhibitors, primary screen, HTS | 0.25% of 86,000 active | Clostridium difficile clinical isolate growth, OD600, 24 h; active compounds read low | growth activity, negative = inhibition, % at 16 µg/mL (by protocol);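 active = mean growth activity at or below -80% and every replicate also at or below -80%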;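 also: 0% = DMSO wells and -100% = levofloxacin 16 µg/mL wells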
T cruzi growth = T. cruzi intracellular proliferation inhibitors, primary screen, cell-based, beta-gal Tulahuen parasites, NIH3T3 host, luminescence; AID 624255, 2012; inhibition, % at 8.34 µM; 5.9% of 77,000 active; T. cruzi beta-gal in NIH3T3, GalScreen luminescence, 90 h;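 active = mean inhibition above about 93%, with at least 55% of replicates each passing it, limit read from the data, passing the limit was not always enough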
Pf Dd2 inh = P. falciparum Dd2 growth inhibitors, primary screen, SYBR Green fluorescence, single dose replicates; 72 h; active compounds read low; activity change, % at 10 µM; 2.3% of 94,000 active; AID 1159554, 2015; in the data active = activity change below about -80%
KDM4C inh = inhibitors of GASC-1 (KDM4C) histone demethylase, primary screen, biochemical, single concentration HTS. AID 720574, 2013. inhibition, % at 12.5 µM. GST-KDM4C 2-372, H3K9me3 peptide, LANCE TR-FRET. 0.15% of 96,000 active;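 active = mean replicate inhibition above about 25%, with at least 55% of replicates also reaching it, limit read from the data, passing the limit was not always enough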
Target sequence (Q9H3R0 2-372 limits assumed): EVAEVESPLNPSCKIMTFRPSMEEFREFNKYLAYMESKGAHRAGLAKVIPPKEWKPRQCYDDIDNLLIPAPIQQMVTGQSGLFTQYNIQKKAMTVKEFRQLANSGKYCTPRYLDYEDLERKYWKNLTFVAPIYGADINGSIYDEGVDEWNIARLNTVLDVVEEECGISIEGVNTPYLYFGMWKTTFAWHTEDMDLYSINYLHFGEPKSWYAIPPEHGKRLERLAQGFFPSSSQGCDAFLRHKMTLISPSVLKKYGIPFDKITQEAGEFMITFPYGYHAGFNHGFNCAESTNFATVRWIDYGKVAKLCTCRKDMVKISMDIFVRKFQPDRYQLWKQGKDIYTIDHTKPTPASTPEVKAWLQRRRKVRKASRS
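material = GST-tagged GASC-1 (JMJD2C) catalytic fragment, aa 2-372 | amount = enzyme final amount 10 nM | medium = HEPES buffer, pH 7.5, plus ascorbate | also added = H3K9me3 peptide substrate, Fe(II), 2-oxoglutarate | dosing = single dose | times = 30 min demethylation and 1 h detection at room temperature | detection = LANCE TR-FRET | read-out basis = Fall in 671/618 emission ratio as inhibition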
The depositor's hits bear a star; & = joins results of further samples.

What do the screens show for `C[C@@H]1CN([C@H](C)CO)C(=O)Cc2cc(NC(=O)Nc3ccc(F)cc3)ccc2O[C@H]1CN(C)Cc1ccc(C(=O)O)cc1`?
C diff growth: -0.2; T cruzi growth: 51.4; Pf Dd2 inh: 26.3; KDM4C inh: -0.7

How did Cc1noc(C)c1NC(=O)Nc1cccc2c1O[C@H](CN(C)Cc1ccc(C(F)(F)F)cc1)[C@H](C)CN([C@H](C)CO)C2=O do in these assays?
C diff growth: 2.1; T cruzi growth: 57.6; Pf Dd2 inh: -12.0; KDM4C inh: -1.5

Results for C[C@@H]1CN([C@H](C)CO)C(=O)CCCn2cc(nn2)CO[C@H]1CN(C)C(=O)Nc1ccccc1 ?
C diff growth: 1.0; T cruzi growth: 26.3&-28.3; Pf Dd2 inh: -8.1&5.7; KDM4C inh: 0.3

Results for COc1ccc2c3c(n(C)c2c1)[C@@H](CO)NCC31CCN(C(=O)c2cccc(F)c2)CC1 ?
C diff growth: 3.6; Pf Dd2 inh: -38.9; KDM4C inh: 2.0

Results for CC(=O)NC[C@H]1[C@H](c2ccccc2)[C@H](CO)N1C(=O)Cc1cccnc1 ?
C diff growth: 2.7; T cruzi growth: 9.5; Pf Dd2 inh: 12.4; KDM4C inh: 0.0

How did CO[C@H]1CN(C)C(=O)c2cc(NC(=O)c3nc4ccccc4s3)ccc2OC[C@@H](C)N(Cc2cccnc2)C[C@@H]1C do in these assays?
Pf Dd2 inh: -12.6; KDM4C inh: -1.1

How did COc1ccc2c3c([nH]c2c1)[C@@H](CO)NCC31CN(Cc2cc(F)ccc2F)C1 do in these assays?
C diff growth: -1.3; Pf Dd2 inh: -28.5; KDM4C inh: 0.5

What do the screens show for `COc1ccc(-c2ccccc2[C@H]2[C@@H](C#N)N(C(=O)C3CC3)[C@@H]2CO)cc1`?
C diff growth: -0.2; Pf Dd2 inh: -12.7; KDM4C inh: -0.2

Results for O=C(NCC[C@H]1CC[C@@H](NS(=O)(=O)Cc2ccccc2)[C@H](CO)O1)C1CCCC1 ?
C diff growth: -2.3; Pf Dd2 inh: 26.5; KDM4C inh: 0.2

How did C[C@H](CO)N1C[C@H](C)[C@@H](CN(C)C(=O)Nc2ccccc2)OCCCC[C@H](C)Oc2ccc(NC(=O)c3ccccc3)cc2C1=O do in these assays?
T cruzi growth: 43.8; Pf Dd2 inh: 1.5; KDM4C inh: -1.1

What do the screens show for `COc1cccc(-c2ccc(C3[C@H]4CNC[C@@H]3N4C(=O)Nc3cc(F)ccc3F)cc2)c1` (stereo partly specified)?
C diff growth: 56.1&-1.8; Pf Dd2 inh: 2.7&-11.0; KDM4C inh: -1.8&-0.8

How did COc1ccccc1NC(=O)N(C)C[C@@H]1OCc2ccccc2-c2ccccc2C(=O)N([C@H](C)CO)C[C@H]1C do in these assays?
C diff growth: -5.6; T cruzi growth: 51.6; Pf Dd2 inh: 37.6; KDM4C inh: -0.1

What do the screens show for `COc1ccccc1-c1cn(CC[C@H]2CC[C@@H](NC(=O)C3CCC3)[C@H](CO)O2)nn1`?
C diff growth: -0.4; Pf Dd2 inh: 9.3; KDM4C inh: 1.1

How did C[C@@H](NC(=O)C[C@@H]1CC[C@@H]2[C@H](COC[C@@H](O)CN2C(=O)Nc2cccc(Cl)c2)O1)c1ccccc1 do in these assays?
C diff growth: 39.3&0.8; T cruzi growth: 30.2; Pf Dd2 inh: 0.0; KDM4C inh: -0.3

Results for CN(C)CCCNC(=O)C[C@H]1CC[C@@H](NC(=O)c2ccccc2F)[C@H](CO)O1 ?
T cruzi growth: 16.9; Pf Dd2 inh: 3.4; KDM4C inh: 14.8

What do the screens show for `CCc1csc(N2[C@@H](C#N)[C@@H](c3ccccc3C3=CCCC3)[C@@H]2CO)n1`?
C diff growth: -3.4; Pf Dd2 inh: 12.6; KDM4C inh: 0.8

What do the screens show for `COc1ccc(NC(=O)N(C)C[C@H]2Oc3ccc(NC(=O)CCC(F)(F)F)cc3CC(=O)N([C@@H](C)CO)C[C@H]2C)cc1`?
C diff growth: 5.0; T cruzi growth: 61.9; Pf Dd2 inh: 1.9; KDM4C inh: 0.3

How did CCCC#Cc1cnc2c(c1)C(=O)N([C@@H](C)CO)C[C@H](C)[C@H](CN(C)C(=O)CN1CCOCC1)O2 do in these assays?
C diff growth: 5.5; T cruzi growth: 7.1; Pf Dd2 inh: 26.3; KDM4C inh: 0.4

How did C[C@H]1CN([C@@H](C)CO)S(=O)(=O)c2ccc(C#CC3CC3)cc2O[C@@H]1CN(C)Cc1cncnc1 do in these assays?
T cruzi growth: 78.9; Pf Dd2 inh: 12.8; KDM4C inh: 2.8

Results for COc1ccccc1-c1ccc([C@H]2[C@@H](CO)N(C(C)=O)C23CN(C(C)=O)C3)cc1 ?
C diff growth: 3.6; Pf Dd2 inh: -0.1; KDM4C inh: -2.1

Six structures from above, sorted by SMILES length, falling:
What do the screens show for `COc1ccc(NC(=O)N(C)C[C@H]2Oc3ccc(NC(=O)CCC(F)(F)F)cc3CC(=O)N([C@@H](C)CO)C[C@H]2C)cc1`?
C diff growth: 5.0; T cruzi growth: 61.9; Pf Dd2 inh: 1.9; KDM4C inh: 0.3

How did C[C@@H](NC(=O)C[C@@H]1CC[C@@H]2[C@H](COC[C@@H](O)CN2C(=O)Nc2cccc(Cl)c2)O1)c1ccccc1 do in these assays?
C diff growth: 39.3&0.8; T cruzi growth: 30.2; Pf Dd2 inh: 0.0; KDM4C inh: -0.3

How did CCCC#Cc1cnc2c(c1)C(=O)N([C@@H](C)CO)C[C@H](C)[C@H](CN(C)C(=O)CN1CCOCC1)O2 do in these assays?
C diff growth: 5.5; T cruzi growth: 7.1; Pf Dd2 inh: 26.3; KDM4C inh: 0.4

How did C[C@H]1CN([C@@H](C)CO)S(=O)(=O)c2ccc(C#CC3CC3)cc2O[C@@H]1CN(C)Cc1cncnc1 do in these assays?
T cruzi growth: 78.9; Pf Dd2 inh: 12.8; KDM4C inh: 2.8

What do the screens show for `COc1cccc(-c2ccc(C3[C@H]4CNC[C@@H]3N4C(=O)Nc3cc(F)ccc3F)cc2)c1` (stereo partly specified)?
C diff growth: 56.1&-1.8; Pf Dd2 inh: 2.7&-11.0; KDM4C inh: -1.8&-0.8

What do the screens show for `CCc1csc(N2[C@@H](C#N)[C@@H](c3ccccc3C3=CCCC3)[C@@H]2CO)n1`?
C diff growth: -3.4; Pf Dd2 inh: 12.6; KDM4C inh: 0.8

Carrying on:
How did COCC(=O)Nc1ccc2c(c1)C(=O)N(C)C[C@H](OC)[C@H](C)CN(Cc1cncnc1)[C@@H](C)CO2 do in these assays?
C diff growth: 0.3; T cruzi growth: -19.1; Pf Dd2 inh: 14.4; KDM4C inh: -1.2

How did CCC(=O)N1C[C@@H](C)[C@@H](OC)CN(C)C(=O)c2ccc(NC(=O)c3cc(C)on3)cc2OC[C@@H]1C do in these assays?
C diff growth: -0.9; T cruzi growth: -8.2; Pf Dd2 inh: -18.7; KDM4C inh: -1.2

Results for C[C@@H]1CN([C@@H](C)CO)S(=O)(=O)c2ccc(C3=CCCC3)cc2O[C@H]1CN(C)C ?
C diff growth: -0.4; T cruzi growth: -14.2; Pf Dd2 inh: -17.0; KDM4C inh: 1.2

What do the screens show for `CN1C(=O)c2cc(NS(=O)(=O)c3ccc(Cl)cc3)ccc2OC[C@H]2O[C@H](CC(=O)O)CC[C@@H]21`?
C diff growth: 2.2; T cruzi growth: 1.5; Pf Dd2 inh: -3.0; KDM4C inh: -0.4

Results for O=C(NCC[C@H]1CC[C@H](NC(=O)C2CCCC2)[C@H](CO)O1)c1cc(Cl)cc(Cl)c1 ?
C diff growth: -3.4; Pf Dd2 inh: -5.6; KDM4C inh: -1.7

How did C[C@H]1CN([C@@H](C)CO)S(=O)(=O)c2ccc(-c3ccc(C(=O)N(C)C)cc3)cc2O[C@@H]1CN(C)C(=O)Nc1ccccc1F do in these assays?
C diff growth: -2.5; Pf Dd2 inh: -6.9; KDM4C inh: -1.9

What do the screens show for `CCC(=O)Nc1ccc2c(c1)OC[C@@H](C)N(C(=O)COC)C[C@@H](C)[C@H](OC)CN(C)C2=O`?
C diff growth: -5.6; T cruzi growth: -8.4; Pf Dd2 inh: 0.5; KDM4C inh: 0.1

Results for Cc1noc(C)c1S(=O)(=O)N(C)C[C@@H]1OCc2cn(nn2)CCCC(=O)N([C@H](C)CO)C[C@@H]1C ?
T cruzi growth: 15.3; Pf Dd2 inh: -14.9; KDM4C inh: -0.7

Results for C[C@H]1CN([C@@H](C)CO)S(=O)(=O)c2ccc(C3=CCCC3)cc2O[C@@H]1CN(C)C(=O)c1ccccn1 ?
C diff growth: -1.5; T cruzi growth: 22.8; Pf Dd2 inh: -9.1; KDM4C inh: -0.6

Results for Cc1noc(C)c1S(=O)(=O)N(C)C[C@@H]1OCCCC[C@@H](C)Oc2ccc(NC(=O)Nc3cccc4ccccc34)cc2C(=O)N([C@@H](C)CO)C[C@H]1C ?
C diff growth: -1.4; T cruzi growth: 103.9*; Pf Dd2 inh: -42.3; KDM4C inh: -3.1

How did Cc1noc(C)c1NC(=O)N(C)C[C@@H]1Oc2ncc(C#CC(C)C)cc2C(=O)N([C@@H](C)CO)C[C@H]1C do in these assays?
C diff growth: 1.6; T cruzi growth: 48.6; Pf Dd2 inh: 1.0; KDM4C inh: 1.9

Results for O=C(c1ccccn1)N1C[C@H]2[C@@H](c3ccccc31)[C@H](CO)N2C(=O)C1CCCCC1 ?
C diff growth: -1.2; T cruzi growth: -1.2; Pf Dd2 inh: -7.3; KDM4C inh: 1.7

Results for C[C@H](CO)N1C[C@H](C)[C@@H](CN(C)CC2CCCCC2)Oc2ccc(NC(=O)Cn3cnnn3)cc2CC1=O ?
C diff growth: -0.2; T cruzi growth: 60.4; Pf Dd2 inh: 17.0; KDM4C inh: -0.6

How did C[C@H]1CN([C@@H](C)CO)C(=O)c2cc(Br)cnc2O[C@@H]1CN(C)Cc1ccccn1 do in these assays?
C diff growth: 4.4; Pf Dd2 inh: 2.1; KDM4C inh: 1.4

How did CN(C)CC#Cc1ccc([C@H]2[C@@H](CO)N3C(=O)CN(C(=O)c4cccc(F)c4)C[C@H]23)cc1 do in these assays?
C diff growth: 10.3; Pf Dd2 inh: 12.2; KDM4C inh: 2.8

Results for C[C@H]1CN([C@@H](C)CO)C(=O)c2cccc(NC(=O)Nc3ccccc3)c2O[C@@H]1CN(C)Cc1ccncc1 ?
C diff growth: 1.8; T cruzi growth: 24.9; Pf Dd2 inh: -14.6; KDM4C inh: 0.6

Results for CCC(=O)N1CC2(C1)CN(CC1CCOCC1)[C@@H](CO)c1c2c2ccc(OC)cc2n1C ?
C diff growth: 3.2; Pf Dd2 inh: 12.6; KDM4C inh: -0.5

How did C[C@@H]1CCCCO[C@H](CN(C)C(=O)c2ccccc2)[C@H](C)CN([C@@H](C)CO)C(=O)c2cc(NC(=O)Nc3cccc4ccccc34)ccc2O1 do in these assays?
C diff growth: 5.1; T cruzi growth: 96.3; Pf Dd2 inh: -29.2; KDM4C inh: -1.1

Results for COc1ccc(NC(=O)Nc2ccc3c(c2)C(=O)N([C@H](C)CO)C[C@@H](C)[C@H](CN(C)Cc2ccccc2)O3)cc1 ?
C diff growth: -6.7; T cruzi growth: -7.0; Pf Dd2 inh: -20.1; KDM4C inh: 0.3

What do the screens show for `C/C=C/c1ccc2c(c1)O[C@H](CN(C)C(=O)c1cccc(F)c1)[C@H](C)CN([C@H](C)CO)S2(=O)=O`?
C diff growth: -1.2; T cruzi growth: 78.0; Pf Dd2 inh: -39.6; KDM4C inh: 0.4

Results for COc1ccc2c3c(n(C)c2c1)[C@H](CO)N(C(=O)c1cnccn1)CC31CN(C(=O)c2cnccn2)C1 ?
C diff growth: 3.2; Pf Dd2 inh: 21.9; KDM4C inh: 1.2

What do the screens show for `C[C@H](CO)N1C[C@H](C)[C@@H](CN(C)Cc2ccc(Oc3ccccc3)cc2)Oc2ccc(NS(=O)(=O)c3ccc(Cl)cc3)cc2C1=O`?
C diff growth: 55.0; T cruzi growth: 62.2; Pf Dd2 inh: 15.7; KDM4C inh: -0.3

Results for CO[C@H]1CN(C)C(=O)c2ccc(NC(=O)Nc3ccccc3F)cc2OC[C@@H](C)NC[C@H]1C ?
C diff growth: -2.1; T cruzi growth: -9.3; Pf Dd2 inh: 8.9; KDM4C inh: -0.4

Results for COc1ccc2c3c([nH]c2c1)[C@@H](CO)N(Cc1cc(F)ccc1F)CC31CN(C(=O)CN(C)C)C1 ?
C diff growth: -10.8; Pf Dd2 inh: -87.1*; KDM4C inh: -0.4

What do the screens show for `COc1ccc(S(=O)(=O)Nc2ccc3c(c2)C(=O)N([C@H](C)CO)C[C@@H](C)[C@@H](CN(C)C(=O)C2CCCCC2)OCCCC[C@@H](C)O3)cc1`?
C diff growth: -0.8; T cruzi growth: 77.9; Pf Dd2 inh: -76.3; KDM4C inh: 16.1

Results for CN1c2ccc(-c3ccc(F)cc3)cc2[C@H]2[C@H](CCN2C(=O)C2CCOCC2)[C@H]1CO ?
C diff growth: 0.7; T cruzi growth: 88.5; Pf Dd2 inh: 25.7; KDM4C inh: 1.1

Compound activity: PubChem, Broad Institute
